RGS8-Gao – human RGS8-Galphao interaction regulation; P09471; multiplexed bead flow cytometry, RGS8-Galphao binding; actives lie on both sides; response (percent of control binding), % at 10 µM; 220,000 compounds, 0.34% hits; AID 1423; in the data active = response below about 60% or above about 140%; inactive = in between;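 note: Galphao activated as the GDP aluminium fluoride complex binding bead-coupled RGS8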
ABCG2 block – human ABCG2 inhibition, ABCB1 as counter-screen. inhibition, % at 6.6 µM. Q9UNQ0. 190,000 compounds, 0.1% hits. IgMXP3 cells, JC-1 efflux, flow cytometry;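 active = inhibition above 80%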;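 note: 0% = DMSO and 100% = nicardipine control wells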
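Test system: IgMXP3 cells (ABCG2) mixed with DDAO far-red-labelled CCRF-Adr cells (ABCB1). Reagent: JC-1 transporter substrate. Compound dosing: single test compound dose, 6.6 µM final. Times: 10 min compound exposure, 25 °C. Detection: flow cytometry of retained JC-1 fluorescence. Read-out basis: efflux inhibition in percent versus controls. Controls: nicardipine and DMSO wells.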
ABCB1 inh – blocks JC-1 efflux by human ABCB1 transporter; P08183; CCRF-Adr cells, flow cytometry; inhibition, % at 6.6 µM; 190,000 compounds, 0.067% hits; AID 1326; in the data active = inhibition above about 40%;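 note: 0% = vehicle and 100% = reference inhibitor; higher value means more JC-1 retained so stronger ABCB1 efflux block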
Target sequence (P08183 whole entry, looked up): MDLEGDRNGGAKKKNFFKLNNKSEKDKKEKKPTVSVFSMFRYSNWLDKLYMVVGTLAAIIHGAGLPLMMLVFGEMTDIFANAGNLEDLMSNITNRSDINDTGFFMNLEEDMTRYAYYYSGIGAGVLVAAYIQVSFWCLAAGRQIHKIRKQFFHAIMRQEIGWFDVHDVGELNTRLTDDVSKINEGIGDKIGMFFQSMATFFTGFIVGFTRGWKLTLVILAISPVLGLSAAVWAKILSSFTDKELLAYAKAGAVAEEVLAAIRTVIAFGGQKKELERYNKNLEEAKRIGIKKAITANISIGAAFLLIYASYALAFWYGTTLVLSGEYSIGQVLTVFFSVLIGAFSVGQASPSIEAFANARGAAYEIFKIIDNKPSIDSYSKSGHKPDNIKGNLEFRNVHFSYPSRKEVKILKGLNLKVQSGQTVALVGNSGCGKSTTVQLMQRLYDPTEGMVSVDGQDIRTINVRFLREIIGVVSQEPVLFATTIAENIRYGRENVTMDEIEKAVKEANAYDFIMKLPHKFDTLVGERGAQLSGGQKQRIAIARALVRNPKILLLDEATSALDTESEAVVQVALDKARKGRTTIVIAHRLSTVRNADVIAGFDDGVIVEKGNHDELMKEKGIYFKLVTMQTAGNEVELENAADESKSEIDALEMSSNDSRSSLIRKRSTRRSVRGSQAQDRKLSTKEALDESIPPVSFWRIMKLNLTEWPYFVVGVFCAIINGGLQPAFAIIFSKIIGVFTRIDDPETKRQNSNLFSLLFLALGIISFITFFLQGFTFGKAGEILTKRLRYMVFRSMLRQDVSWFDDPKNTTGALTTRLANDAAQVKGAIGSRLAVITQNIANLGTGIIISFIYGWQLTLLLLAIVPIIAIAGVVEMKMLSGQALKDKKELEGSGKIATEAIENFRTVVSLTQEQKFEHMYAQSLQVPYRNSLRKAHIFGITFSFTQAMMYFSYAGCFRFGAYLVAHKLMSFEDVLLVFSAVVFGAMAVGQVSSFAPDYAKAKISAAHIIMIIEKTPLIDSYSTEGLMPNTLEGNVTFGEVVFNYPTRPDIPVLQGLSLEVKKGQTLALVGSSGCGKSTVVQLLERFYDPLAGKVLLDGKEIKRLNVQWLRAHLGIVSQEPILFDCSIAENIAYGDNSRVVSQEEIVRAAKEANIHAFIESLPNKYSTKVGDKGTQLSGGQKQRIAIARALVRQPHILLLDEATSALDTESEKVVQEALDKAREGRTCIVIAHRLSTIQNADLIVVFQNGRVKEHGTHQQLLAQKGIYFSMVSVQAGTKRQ
Bim-Bcl-XL – human Bim-Bcl-XL interaction inhibition. 190,000 compounds, 0.04% hits. Bim peptide-Bcl-XL binding, bead flow cytometry, fluorescence. inhibition, % at 10 µM. Q07817
RGS7-Gao – human RGS7-Galphao interaction regulation. P09471. Multiplexed bead flow cytometry, RGS7-Galphao binding; actives lie on both sides. 220,000 compounds, 0.35% hits. binding response (% of control), % at 10 µM; in the data active = binding response below about 49% or above about 150%; inconclusive = no clear call, values can overlap the other calls; inactive = in between;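 note: fluorescent Galphao held in activated GDP-AlF4 state binding bead-coupled RGS7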
RGS4-Gao reg – human RGS4-Galphao interaction regulation; P09471; Multiplexed bead flow cytometry, RGS4-Galphao binding; actives lie on both sides; binding response (% of control), % at 10 µM; 220,000 compounds, 0.33% hits; in the data active = binding response below about 49% or above about 150%; inactive = in between;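 note: fluorescent Galphao activated with aluminum fluoride binding bead-coupled RGS4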
Bim-Bcl-2 – inhibitors of Bim-Bcl-2 interaction, human; P10415; Bead-based flow cytometry, Bim peptide-Bcl-2 binding; inhibition, % at 10 µM; 190,000 compounds, 0.06% hits; in the data active = inhibition above about 40%; inconclusive = no clear call, values can overlap the other calls;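 note: 0% = no compound wells with probe peptide and 100% = reference peptide inhibitor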
Bim-Bfl-1 – human Bim-Bfl-1 interaction inhibition. 190,000 compounds, 0.12% hits. inhibition, % at 10 µM. Q16548. Bead-based flow cytometry, Bim-Bfl-1 binding inhibition;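 note: 0% = wells without compound plus tracer and 100% = blocker peptide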
Bcl-B Bim block – human Bim-Bcl-B interaction inhibition. Q9HD36. bead-based flow cytometry, Bim peptide-Bcl-B binding. inhibition, % at 10 µM. 190,000 compounds, 0.073% hits. AID 951;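 note: 0% = tracer peptide without compound and 100% = reference inhibitor peptide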
GSH fluor – GSH bead compound fluorescence profile; fluorescence (KMESF) at 10 µM; GSH beads flow cytometry, compound fluorescence 488/530 nm; active compounds read high; 190,000 compounds, 0.25% hits; AID 1776; in the data active = fluorescence above about 89;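 note: glutathione beads carrying GST-tagged Bcl family fusion proteins plus one bare bead set; values are compound well signal with DMSO vehicle wells as background; inactives centre near 16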
Bcl-W Bim block – inhibitors of Bim-Bcl-W interaction, human; bead-based flow cytometry, Bim peptide-Bcl-W binding; AID 952; 190,000 compounds, 0.02% hits; inhibition, % at 10 µM; Q92843;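 note: 0% = bound tracer without compound and 100% = peptide blocker; higher means less fluorescent Bim peptide bound to Bcl-W beads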
* marks the source's active call; other numbers are inactive results; ? = inconclusive; / = not tested or not shown. Cut-off read from the data, not from the text of the source, unless noted: active = inhibition above about 40%.

Compound	RGS4-Gao reg	Bim-Bcl-2	Bim-Bcl-XL	ABCG2 block	Bim-Bfl-1	RGS8-Gao	ABCB1 inh	GSH fluor	RGS7-Gao	Bcl-W Bim block	Bcl-B Bim block
COc1ccc(/C(O)=C2/C(=O)C(=O)N(CCCN(C)C)C2c2cccc(Cl)c2)cc1OC (configuration not stated)	100	-5	-6	-4	-2	102	-0.6	11	99	-6	-5
Cc1ccc(Nc2cc(C(=O)NCCCN3CCOCC3)c3ccccc3n2)c(C)c1	104	-2	-4	0	-4	102	2.3	10	103	-4	-5
O=S(=O)(/C=C/c1ccccc1)c1ccccc1	102	1	0	2	1	97	0.6	22	100	0	3
O=C(COC(=O)CNC(=O)c1ccccc1)Nc1cccc(Br)c1	102	-6	-5	5	-3	103	0.8	12	99	-4	-5
CCOC(=O)CCCCC(=O)c1[nH]c(=O)[nH]c1CSc1nc(C)cc(=O)[nH]1	103	-9	-4	-4	-11	104	-1.1	22	92	0	-8
CCOC(=O)/C(=N\Nc1ccccc1)S(=O)(=O)c1ccccc1	/	-6	-2	15	-10	/	0.0	40	/	8	-5
Cc1cc(C)nc(Sc2ncnc3sc4c(c23)CCC4)n1	103	-8	-2	1	6	102	0.6	17	107	-5	-9
COc1ccc(CCNC(=O)c2cc(-c3ccccn3)nc3c(Cl)cccc23)cc1OC	99	41*	56*	13	1	98	1.7	6	100	16	53*
CC(C)(C)NC(=O)NC(=O)COC(=O)c1ccc(OC(F)F)cc1	104	-3	-4	6	-2	105	0.3	10	99	-1	-3
COc1ccc(-c2nc(CS(=O)(=O)CC(=O)Nc3ccc(Cl)cc3)c(C)o2)cc1	78	-6	-4	0	-8	92	-0.1	18	103	-2	-6
Cc1nn(CC(=O)N2CCCc3ccccc32)c(C)c1[N+](=O)[O-]	104	0	-1	-1	-6	104	-0.6	16	103	0	0
CC1CCCc2sc3ncn(N)c(=N)c3c21 (configuration not stated)	103	-4	-1	23	-4	101	1.4	14	?	-1	-3
CCc1ccccc1N/N=C(/C)c1c(O)cc(C)oc1=O	101	0	0	0	-6	103	0.0	20	106	0	0
O=C(Nc1ccccc1)c1ccc(Br)c(S(=O)(=O)Nc2cccnc2)c1	103	19	3	0	15	99	0.3	9	102	3	7
CCOC(=O)CNC(=O)Cn1cnc2c(nnn2-c2cccc(Cl)c2)c1=O	88	-2	-1	8	0	102	0.6	25	93	-2	3

Exported field by field: 4 of the compounds above
> Cc1cc(C)nc(Sc2ncnc3sc4c(c23)CCC4)n1
  RGS4-Gao reg = 103
  Bim-Bcl-2 = -8
  Bim-Bcl-XL = -2
  ABCG2 block = 1
  Bim-Bfl-1 = 6
  RGS8-Gao = 102
  ABCB1 inh = 0.6
  GSH fluor = 17
  RGS7-Gao = 107
  Bcl-W Bim block = -5
  Bcl-B Bim block = -9

> COc1ccc(CCNC(=O)c2cc(-c3ccccn3)nc3c(Cl)cccc23)cc1OC
  RGS4-Gao reg = 99
  Bim-Bcl-2 = 41*
  Bim-Bcl-XL = 56*
  ABCG2 block = 13
  Bim-Bfl-1 = 1
  RGS8-Gao = 98
  ABCB1 inh = 1.7
  GSH fluor = 6
  RGS7-Gao = 100
  Bcl-W Bim block = 16
  Bcl-B Bim block = 53*

> CC(C)(C)NC(=O)NC(=O)COC(=O)c1ccc(OC(F)F)cc1
  RGS4-Gao reg = 104
  Bim-Bcl-2 = -3
  Bim-Bcl-XL = -4
  ABCG2 block = 6
  Bim-Bfl-1 = -2
  RGS8-Gao = 105
  ABCB1 inh = 0.3
  GSH fluor = 10
  RGS7-Gao = 99
  Bcl-W Bim block = -1
  Bcl-B Bim block = -3

> COc1ccc(-c2nc(CS(=O)(=O)CC(=O)Nc3ccc(Cl)cc3)c(C)o2)cc1
  RGS4-Gao reg = 78
  Bim-Bcl-2 = -6
  Bim-Bcl-XL = -4
  ABCG2 block = 0
  Bim-Bfl-1 = -8
  RGS8-Gao = 92
  ABCB1 inh = -0.1
  GSH fluor = 18
  RGS7-Gao = 103
  Bcl-W Bim block = -2
  Bcl-B Bim block = -6

More compounds.
Compound	RGS4-Gao reg	Bim-Bcl-2	Bim-Bcl-XL	ABCG2 block	Bim-Bfl-1	RGS8-Gao	ABCB1 inh	GSH fluor	RGS7-Gao	Bcl-W Bim block	Bcl-B Bim block
Cc1c(Cl)cccc1-n1c(SCC(=O)N(C)Cc2ccccc2)nnc1-c1ccncc1	100	-5	-1	7	-1	102	5.0	11	101	-5	-3
CCOC(=O)/C=C/C(=O)Nc1ccc(S(=O)(=O)N2CCCCCC2)cc1	96	-1	0	8	-3	82	0.5	11	90	0	-3
O=C(Cc1nnc(NC(=O)Nc2ccc(F)cc2)s1)Nc1ccccc1	107	-1	0	0	-3	103	0.1	28	99	-2	-3
O=C(NC1CC1)C1=C[C@H](c2ccc(C(F)(F)F)cc2)C[C@H](OCc2ccc(CO)cc2)O1	103	-2	-2	4	-5	104	0.6	18	111	-1	-3
COc1cc(/C=C(/C#N)c2ccc(F)cc2)ccc1OCc1ccc(C(=O)O)o1	101	8	10	-14	7	98	-1.3	29	99	1	8
O=C(CN(Cc1ccc(F)cc1)C(=O)CCC(=O)Nc1ccccn1)NCc1ccco1	102	-3	-1	2	-2	99	0.3	17	100	-2	2
CC(O)c1ccc2c(c1)OCCOCCN(C)CCOCCO2 (configuration not stated)	104	-8	-19	0	-20	102	0.8	29	99	-1	-8
Cc1cc(Cl)ccc1Oc1nccc(N(C)C)c1C#N	105	0	-2	1	0	104	0.1	19	109	-1	0
COCCNC(=O)CSc1ccc(Cl)cc1	100	-3	0	3	-5	101	-0.3	18	104	-1	0
COCCn1c(N)c(C(=O)NS(=O)(=O)c2ccc(C)cc2)c(=O)[nH]c1=O	100	0	3	2	4	99	0.6	12	96	3	8
COc1cc(C2C3=C(CCCC3=O)Nc3[nH]n(-c4ccccc4)c(=O)c32)ccc1OC(C)=O (configuration not stated)	97	0	0	2	0	99	0.2	11	99	3	-1
C#CCOCCOCCOCCNc1nc(N2CCN(C(=O)C([C@@H](C)CC)n3cc(C(N)Cc4ccc(O)cc4)nn3)CC2)nc(N2CCN(C(=O)[C@H](CCC(=O)O)n3cc(C(N)CC(C)C)nn3)CC2)n1 (some centres not stated)	106	3	2	-2	4	102	-0.7	17	104	0	5
CCCCN(CC)CCNC(=O)c1cc2c(=O)n(C)c3ccccc3c2n1C	100	-3	-2	-3	-6	102	-2.1	21	100	0	-3
COc1ccc(-c2cc(C(F)(F)F)n3ncc(C(=O)N(C)Cc4ccccc4)c3n2)cc1	98	6	-1	8	3	98	-0.1	22	99	0	4
COc1ccc(C(=O)NCc2ccc3c(c2)cc(C)n3C)cc1OC	99	-3	-1	-1	-9	105	-0.6	18	103	0	-11

(further entries)
Compound	RGS4-Gao reg	Bim-Bcl-2	Bim-Bcl-XL	ABCG2 block	Bim-Bfl-1	RGS8-Gao	ABCB1 inh	GSH fluor	RGS7-Gao	Bcl-W Bim block	Bcl-B Bim block
CC(C)C(C(=O)Nc1sc2c(c1C#N)CCCCC2)N1C(=O)c2ccccc2C1=O (configuration not stated)	103	-2	-7	0	-3	102	0.6	24	104	-5	-6
CN(C)S(=O)(=O)c1ccc(C(=O)Nc2ccccc2[N+](=O)[O-])cc1	102	-2	-3	16	-2	103	0.8	9	102	-2	-4
COc1ccc(-c2nc(CSCC(=O)NCc3ccc4c(c3)OCO4)c(C)o2)cc1	102	-2	0	2	-9	102	-1.2	20	103	1	-4
Cc1nc(OCc2c(C)noc2C)c2ccccc2n1	106	-4	-1	0	-7	102	0.1	15	115	-1	-3
Cc1ccc(S(=O)(=O)NN=C2C3CC4CC(C3)CC2C4)cc1[N+](=O)[O-]	99	-6	-11	54	-11	97	0.6	10	100	-9	-10
Cn1nnnc1SCc1ccc(CSc2nnnn2C)cc1	101	-3	-1	1	-7	100	0.6	15	102	0	-2
O=C(Nc1ccc(Oc2cccnc2)cc1)c1cccc([N+](=O)[O-])c1	102	0	-4	10	0	98	1.0	8	100	0	-3
COc1cccc(C2=NN(C(=O)c3cccs3)C(O)(C(F)(F)F)C2)c1 (configuration not stated)	101	-6	-3	7	-5	99	1.4	11	100	0	-5
CCc1c(O)cc2n(c1=O)-c1ccc(Cl)cc1C2(C)C	100	-18	-17	-1	-21	101	0.1	35	103	-19	-25
Nc1ccc2oc(CCc3ccccc3)nc2c1	97	0	-9	-1	0	91	-0.3	16	94	-4	-2
Cc1ccc(CNC(=O)C2CCC(=O)N2C2CCCCC2)cc1 (configuration not stated)	102	-12	7	4	-17	104	1.0	34	102	0	-8
N#CCc1nn(-c2ccc(Cl)cc2)c(N)c1C#N	106	0	6	6	0	102	0.1	7	100	2	3
Cc1noc(/C=C/N(C)C)c1S(=O)(=O)N1CCCC(C(=O)NC2CCCCC2)C1 (configuration not stated)	102	-10	-3	3	-12	105	1.5	19	103	1	-5
O=C(/C=C/c1ccccc1)NC(NC(=S)Nc1ccc(Cl)cc1)C(Cl)(Cl)Cl (configuration not stated)	102	-1	-3	0	-1	99	-0.3	19	98	-3	-9
O=C(Nc1ccccc1)C1CCCN1C(=O)NCc1ccccc1 (configuration not stated)	103	0	0	-1	-4	101	0.2	13	103	0	0

Some of these compounds in order of their number in Bim-Bfl-1, highest first:
Molecule	Bim-Bfl-1
COc1cc(C2C3=C(CCCC3=O)Nc3[nH]n(-c4ccccc4)c(=O)c32)ccc1OC(C)=O (configuration not stated)	0
O=C(COC(=O)CNC(=O)c1ccccc1)Nc1cccc(Br)c1	-3
CCOC(=O)/C(=N\Nc1ccccc1)S(=O)(=O)c1ccccc1	-10

Additional compounds
Compound	RGS4-Gao reg	Bim-Bcl-2	Bim-Bcl-XL	ABCG2 block	Bim-Bfl-1	RGS8-Gao	ABCB1 inh	GSH fluor	RGS7-Gao	Bcl-W Bim block	Bcl-B Bim block
Cc1ccc(C(=O)/C=C2/NC(=O)CS2)cc1	97	0	-4	22	1	102	-0.1	28	100	-2	0
COC(=O)c1ccc2nc(-c3ccc4c(c3)OCO4)cn2c1	103	0	6	34	-1	100	0.9	10	97	1	-2
Nc1nnc(Cc2c[nH]c3ccccc23)s1	106	-8	-3	1	-9	104	0.5	31	105	0	-9
Cc1nc(N)sc1-c1csc(Nc2ccccn2)n1	101	-1	7	10	-4	98	-0.2	43	95	2	3
CCN(CC)C1=N/C(=C\c2ccco2)C(=O)N1c1ccccc1	100	-3	-3	2	5	101	0.2	4	98	0	-3
c1ccc(-c2noc(-c3ccccc3-c3ccccc3)n2)cc1	99	-8	-1	4	-8	100	0.6	44	99	3	-3
Cc1nc2ccc(NC(=O)c3ccc(N4C(=O)CCC4=O)cc3)cc2s1	99	1	-3	7	9	99	1.1	15	?	-1	3
CSc1nc(C)cc(Oc2ccc(OCCOc3ccccc3)nn2)n1	100	-7	-2	13	-11	104	0.9	24	99	-1	-5
Cc1csc(NC(=O)CSc2ccc(-c3ccccn3)nn2)n1	103	-1	6	-2	6	100	-0.9	19	108	4	4
COc1ccc2c(c1)c(=O)c(C(=O)c1ccccc1)cn2Cc1ccc(C)cc1	108	0	-3	18	0	109	3.0	16	106	-2	-6

Random draw from the library (roughly 1.1% active in at least one column).
